# Assay outcomes as filed in PubChem.
# GPR7 antag – human neuropeptides B/W receptor 1 antagonism | P48145 | GPR7-expressing cells, fluorescence antagonist assay | inhibition, % at 4.4 µM | 290,000 compounds, 1.1% hits; in the data active = inhibition above about 16%, passing the limit was not always enough;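 also: cells stimulated with the agonist NPW; 0% = agonist with vehicle and 100% = vehicle without agonist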
# Target sequence (P48145 whole entry, looked up): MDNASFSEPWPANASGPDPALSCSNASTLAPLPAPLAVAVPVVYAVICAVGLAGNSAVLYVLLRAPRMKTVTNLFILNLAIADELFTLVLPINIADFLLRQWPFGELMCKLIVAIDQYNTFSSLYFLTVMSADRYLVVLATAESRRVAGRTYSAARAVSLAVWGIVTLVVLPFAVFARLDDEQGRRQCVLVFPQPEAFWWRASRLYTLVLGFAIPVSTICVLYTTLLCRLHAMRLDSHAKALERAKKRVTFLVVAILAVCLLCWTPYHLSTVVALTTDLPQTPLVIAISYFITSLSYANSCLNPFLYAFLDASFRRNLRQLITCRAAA
# V1aR counter – activates human V1a receptor in oxytocin agonist counter-screen | CHO-V1R cells, Fluo-8 calcium fluorescence, agonist mode; 0% DMSO, 100% 3 nM vasopressin | P37288 | 320,000 compounds, 0.25% hits | activation, % at 3 µM;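 active = activation above the mean activation of all tested compounds plus 3 SD, per screening run, cut at about 20% in these data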;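 also: signal is peak over basal fluorescence ratio across a 100 second FLIPR read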
# PHOSPHO1 inh – blocks human PHOSPHO1 phosphatase activity. Q8TCT1. inhibition, % at 13.3 µM. 290,000 compounds, 1.1% hits. recombinant PHOSPHO1, absorbance phosphatase assay. AID 1565; in the data active = inhibition above about 60%
# Target sequence (Q8TCT1 whole entry, looked up): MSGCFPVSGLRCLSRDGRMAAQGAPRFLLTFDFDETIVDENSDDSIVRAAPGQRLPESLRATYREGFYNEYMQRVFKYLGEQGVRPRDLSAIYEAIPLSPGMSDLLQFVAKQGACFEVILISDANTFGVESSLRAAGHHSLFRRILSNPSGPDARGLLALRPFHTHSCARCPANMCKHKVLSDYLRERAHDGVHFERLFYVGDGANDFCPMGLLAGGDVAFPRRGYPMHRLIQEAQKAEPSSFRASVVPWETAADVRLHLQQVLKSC
# IMP-1 inhibitor – inhibitors of Pseudomonas aeruginosa IMP-1 metallo-beta-lactamase | purified IMP-1, nitrocefin hydrolysis, epi-absorbance fluorescence | inhibition, % at 5.6 µM | 290,000 compounds, 0.45% hits | AID 1556;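 active = inhibition above the mean plus 3 SD of all compounds in the same screening run, cut at about 4.5% in these data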;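 also: 0% = IMP-1 with DMSO and 100% = DMSO wells lacking enzyme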
#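 Test system: recombinant IMP-1 enzyme, purified / Medium: HEPES buffer pH 7.1 with ZnSO4 and Brij 35 / Doses: single dose, 5.6 µM / Times: 25 °C, 15 min preincubation, 25 min reaction / Detection: Epi-absorbance via hydrolysed-nitrocefin quenching of white-plate fluorescence, 480/530 nm, EDTA stop / Evaluation: percent inhibition from optical density relative to buffer-blank wells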
# VIM-2 inh – blocks Pseudomonas aeruginosa VIM-2 metallo-beta-lactamase | inhibition, % at 5.6 µM | purified VIM-2, nitrocefin hydrolysis, epi-absorbance fluorescence | 290,000 compounds, 0.89% hits | AID 1527;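 active = inhibition above the mean of all tested compounds plus 3 SD, cutoff set per screening run, cut at about 7.5% in these data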;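 also: red hydrolysis product quenches plate fluorescence so inhibitors raise well fluorescence; 0% = enzyme with DMSO and 100% = DMSO without enzyme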
# GalR3 antag – human GalR3 antagonism; 360,000 compounds, 0.44% hits; HEK293 GalR3-CNG cAMP membrane potential fluorescence; galR3 body fused to GalR1 C-terminus; inhibition, % at 3 µM; O60755;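 active = inhibition above the screen-wide average plus 3 SD, cut at about 13% in these data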;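 also: forskolin and galanin both at EC90 stimulate the cells; cAMP rise reported by CNG channel membrane potential dye signal; 0% = forskolin plus galanin with DMSO and 100% = forskolin alone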
# HCV NS3 hel inh – blocks Hepatitis C virus NS3 helicase unwinding; NS3 helicase DNA unwinding, Cy5 molecular beacon fluorescence; inhibition, % at 10.9 µM; 290,000 compounds, 0.56% hits;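 active = inhibition above the mean of all tested compounds plus 3 SD, set per campaign, cut at about 35% in these data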;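 also: 0% = DMSO wells and 100% = thioflavine S control wells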
#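 Measured by: Cy5 fluorescence, 0 and 60 min reads / Assay system: NS3 helicase fragment of HCV / Control set: low DMSO, high thioflavine S at 110 µM / Times: 1 h reaction at 25 °C, ATP-initiated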
# OXTR ag – activates the human oxytocin receptor | P30559 | CHO-OTR cells, Fluo-8 calcium fluorescence; normalized: DMSO 0%, oxytocin 100% | activation, % at 3 µM | 320,000 compounds, 0.32% hits | AID 2435;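 active = activation above the mean of all tested compounds plus 3 SD, cutoff set per screening run, cut at about 20% in these data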;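 also: peak over basal fluorescence ratio from a 100 s FLIPR kinetic read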
# Target sequence (P30559 whole entry, looked up): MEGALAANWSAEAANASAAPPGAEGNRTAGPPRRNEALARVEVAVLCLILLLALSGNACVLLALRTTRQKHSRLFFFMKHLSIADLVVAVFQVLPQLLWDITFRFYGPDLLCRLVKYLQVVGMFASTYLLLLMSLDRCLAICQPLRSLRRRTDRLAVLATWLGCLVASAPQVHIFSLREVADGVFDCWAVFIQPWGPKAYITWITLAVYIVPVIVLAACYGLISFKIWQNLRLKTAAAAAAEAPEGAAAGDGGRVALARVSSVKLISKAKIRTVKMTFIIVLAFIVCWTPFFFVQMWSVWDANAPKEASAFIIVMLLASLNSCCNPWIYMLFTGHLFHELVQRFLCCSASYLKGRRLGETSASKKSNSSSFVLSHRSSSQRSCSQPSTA
# DNA FID counter – fluorescent intercalator displacement, NS3 helicase counter-screen; inhibition, % at 7.9 µM; 290,000 compounds, 0.17% hits; DNA fluorescent intercalator displacement, fluorescence; in the data active = inhibition above about 37%;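 also: 0% = vehicle and 100% = reference compound; higher means more ethidium bromide displaced from hairpin DNA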
# The depositor's hits bear a star; nt = no result given.
No.	canonical_smiles	GPR7 antag	V1aR counter	PHOSPHO1 inh	IMP-1 inhibitor	VIM-2 inh	GalR3 antag	HCV NS3 hel inh	OXTR ag	DNA FID counter
1	Cc1ccc(C(=O)OCC(=O)Nc2nc(-c3ccccc3)cs2)cc1NC(=O)c1ccco1	-6	1.7	21	-0.8	0.8	-4	-14	0.7	-3
2	COc1ccc(OC)c(NC(=O)C2CCN(Cc3cnn(-c4ccccc4)c3-n3cccc3)CC2)c1	6	1.6	-4	-3.6	-2.6	-4	-17	2.4	6
3	Nn1c(SCc2ccc([N+](=O)[O-])cc2)nc2ccccc2c1=O	36	-0.8	-1	7.6*	-2.4	-10	29	-1.8	-1
4	CCOC(Cn1ccc(=O)[nH]c1=O)OCC	27*	0.9	23	-0.2	2.5	-5	-5	1.0	0
5	COc1ccc(C(=O)Nc2cccc(-c3cnc4ccccc4n3)c2)cc1	-8	-1.2	17	-2.6	-6.6	-3	0	-1.4	1
6	C=CCC(=O)N(CC)CC1CCCN(CCc2cccc(F)c2)C1 (stereo unspecified)	1	nt	24	0.3	-1.1	-8	29	nt	3
7	COc1cc(OC)cc(C(=O)OCC(=O)Nc2cccc(C(C)=O)c2)c1	-6	4.3	35	-1.1	-0.7	-12	-17	3.8	-20
8	COC(=O)c1ccc(CN2CCN(Cc3ccc(F)cc3)C(CCO)C2)cc1 (stereo unspecified)	-18	-0.3	50	-1.8	-3.3	-5	3	0.8	2
9	COc1ccc(/C=C2\C(=O)N(Cc3ccc(F)cc3)CC(=O)N2Cc2ccccc2)cc1	-5	0.1	11	-2.2	-0.5	-3	-15	-0.7	-19
10	Cc1cc(=O)n2c(n1)NC(Nc1cccc(C)c1C)=NC2c1ccccc1 (stereo unspecified)	-15	-0.7	0	-1.5	-3.0	1	-4	-0.9	-9
11	Cn1c(=O)c(C(=O)NCC2CCCO2)c(O)c2ccccc21 (stereo unspecified)	0	-1.1	1	-2.5	3.7	-1	-5	-1.5	-11
12	CCC(C)NC(=O)C1CCCN(c2nc(C)cc(OC)n2)C1 (stereo unspecified)	-18	-0.6	2	-2.7	-2.3	2	-2	0.1	-12
13	Cn1c(N)c(C(=O)COC(=O)CCC(=O)c2ccc(F)cc2)c(=O)n(C)c1=O	13	0.6	2	-3.4	0.1	0	-2	0.8	4
14	COc1ccccc1N(CC(O)CN1C(=O)NC(C)(C)C1=O)S(=O)(=O)c1ccc(C)cc1 (stereo unspecified)	-9	-0.9	13	-2.0	-3.1	0	-3	-0.6	-13
15	O=C(NNc1c2ccccc2nc2ccccc12)c1cc2ccccc2cc1O	1	-0.9	-6	-1.9	-3.5	-6	2	-2.4	9
16	COC(=O)Nc1ccc(=O)n(Cc2c(Cl)cccc2Cl)c1	-13	0.4	40	-2.2	-6.2	4	5	0.8	-1
17	O=C(CSc1nnc(CNC(=O)c2ccccc2F)o1)NCc1ccccc1	-20	4.1	-22	-1.6	-0.4	-3	-11	-0.5	-1
18	Cc1cc2nccc(-c3ccc(F)cc3)n2n1	-13	-0.4	11	-2.3	3.3	-6	-7	-1.2	-2
19	COc1cc(/C=N/NC(=O)c2ccc3c(c2)OCCO3)cc(Br)c1O	-6	2.0	7	-2.0	-2.8	3	-4	2.2	-23
20	Cc1nn(C)c(Cl)c1CN1CCN(C2CCCCC2)C(CCO)C1 (stereo unspecified)	-2	-0.4	28	1.1	-2.1	-5	5	0.8	-2
21	Cc1cnc(NC(=O)C2COc3ccccc3O2)s1 (stereo unspecified)	8	-0.7	31	1.3	0.1	-1	11	-1.4	3
22	Cc1c(NC(=O)CC(C)C)c(=O)n(-c2ccccc2)n1C	-2	0.8	14	-4.8	-1.9	0	-4	1.7	0
23	Cc1cc(=O)n2[nH]c(COc3ccccc3)nc2n1	-2	0.1	10	-1.8	-1.5	3	-5	3.5	4
24	O=C(c1cccs1)N1CCN(CCc2ccccc2)CC1	1	1.4	42	-1.4	-3.4	-6	2	0.3	-7
25	Cc1ccc(C(=O)NCCc2nnc3ccc(SCC(=O)Nc4ccccc4F)nn23)cc1	-20	0.1	40	-0.6	-2.4	2	-8	-0.7	-38
26	CCOc1ccc(C(=O)Nc2nc3ccccc3[nH]2)cc1OCC	-9	6.9	2	-4.3	-3.8	-6	-7	7.8	-23
27	CCc1c(C)nc2ncnn2c1NCCc1ccc(OC)cc1	22	10	34	-3.9	8.9*	15*	2	14	-11
28	COCCNC(=O)CNS(=O)(=O)c1ccc2nc(C)sc2c1	-11	-0.5	-11	-0.9	-0.1	0	-10	0.0	2
29	Cc1ccc(/C=N/n2c(-c3ccccn3)n[nH]c2=S)o1	-5	-1.2	-46	-0.6	-3.5	-6	10	1.3	-2
30	O=C(c1ccccc1)c1ccccn1	-12	-0.2	-4	-2.0	-1.6	-4	1	-0.1	-6
31	O=C(COC(=O)c1ccccc1NC(=O)c1ccco1)NC1CCS(=O)(=O)C1 (stereo unspecified)	-4	-0.5	37	-1.5	-1.7	-3	6	-0.4	-7
32	O=C(CCCCCn1c(SCC(=O)c2ccccc2)nc2ccccc2c1=O)NCc1ccco1	-9	3.4	21	0.9	0.1	-2	2	3.1	-11
33	Cc1noc(NS(=O)(=O)c2ccc(NC(=O)c3ccc(OC(C)C)cc3)cc2)c1C	-2	-0.6	52	-2.9	-0.4	-6	14	0.3	-40
34	COc1ccccc1OCCCCn1c(C(C)O)nc2ccccc21 (stereo unspecified)	-10	5.7	nt	-2.9	-1.4	-8	-10	1.7	-17
35	COc1ccc(N2CC(C(=O)Nc3ccc(S(=O)(=O)N4CCCCC4)cc3)CC2=O)cc1 (stereo unspecified)	-3	5.4	2	-1.9	0.5	-1	-2	0.2	-35
36	O=C(NC(=S)NCC1CCCO1)c1ccc(Cl)cc1 (stereo unspecified)	6	-1.5	3	-2.5	-1.9	-3	-7	-2.3	-8
37	CN(C)S(=O)(=O)Oc1cccc(C(=O)Nc2ccc([N+](=O)[O-])cc2)c1	-8	13	20	-1.6	-1.0	0	-8	11	9
38	Cc1ccc(C(=O)Nn2cnc3ccccc3c2=O)cc1C	-3	0.1	0	-4.6	-1.9	-9	25	-1.3	-10
39	CC1CCCCN1CCCn1c(=S)[nH]c2ccccc2c1=O (stereo unspecified)	-5	-0.1	-4	-2.4	-2.9	1	10	-0.6	0
40	Cc1cc(C)c2nncn2n1	2	0.1	9	0.7	-0.1	0	-2	0.7	-2
41	COc1nn(-c2ccccc2)c(=O)c(Cl)c1Cl	-7	-1.4	25	-1.4	-2.2	-6	-4	-2.5	1
42	COc1ccc(-n2c(=O)c3c4c(sc3n3c(=S)[nH]nc23)COC(C(C)C)C4)cc1 (stereo unspecified)	-13	-0.1	-50	-1.9	-2.8	-5	-5	-0.4	-3
43	O=C(CCc1nnc(-c2ccc3c(c2)OCO3)o1)N1CCC(c2ccc(F)cc2)C1 (stereo unspecified)	-2	1.6	48	-2.7	-5.0	-8	-12	0.4	-26
44	COC(=O)CN(c1cccc(OC)c1)S(C)(=O)=O	-6	0.3	-16	-1.1	-1.3	-6	4	0.5	4
45	CCOC(=O)c1[nH]cnc1C(=O)Nc1cccc(OC)c1	-10	0.9	42	-4.4	-2.4	-8	1	-0.7	-2
46	Cc1cccc(C)c1NC(=O)COC(=O)c1ccc2c(c1)OCO2	-6	0.0	-2	-2.2	-2.2	-2	0	-0.5	-1
47	NC(=O)c1nc(C2CCCCC2)nc2c1[nH]c(=O)n2-c1ccc(F)cc1	-15	0.1	0	-5.4	-2.6	0	12	-0.5	-1
48	COC(=O)c1cc(NC(=O)Cc2coc3cc(OC)ccc23)cc(C(=O)OC)c1	1	0.8	20	-2.1	-1.5	1	-12	-1.4	-14
49	CCCCc1nnc(NC(=O)C(=O)OCC)s1	-10	0.1	-43	-2.4	1.5	-1	3	0.2	0
50	CCOC(=O)C1=C(N)OC2=C(C(=O)CCC2)C1c1sccc1C (stereo unspecified)	-1	0.7	0	-3.1	-4.4	-3	4	-1.9	-3
51	Clc1cc2c(c(CSc3nc4ccccc4n4cccc34)c1)OCOC2	2	0.5	25	-1.6	-2.2	8	-12	-0.4	1
52	CCOc1ccc(/C=N/NC(=O)c2c(C)n(C)c3ccc(OC)cc23)cc1	-2	1.7	0	-4.9	-3.7	6	2	0.0	-11
53	O=C(NC(=S)Nc1ccccc1N1CCCC1)c1ccco1	0	-1.3	-57	-1.8	12*	-6	2	-2.6	-8
54	CC(=O)NCCC(=O)Nc1nc(-c2ccc3c(c2)OCCO3)cs1	21	1.9	38	1.2	2.5	-3	0	-0.7	-10
55	NC(N)=NC1=NC(=O)C(Cc2ccccc2Cl)S1 (stereo unspecified)	-11	0.5	-50	-2.1	-2.8	0	-24	0.1	-1
56	COc1cccc(C2C(C(=O)c3sc(C)nc3C)=C(O)C(=O)N2CCN2CCOCC2)c1OC (stereo unspecified)	-12	0.2	-3	-4.2	0.1	4	10	0.8	-8
57	COC(=O)c1cc(OCC(=O)NC2CCCc3ccccc32)cc(C(=O)OC)c1 (stereo unspecified)	3	-0.1	12	-3.5	-0.3	-11	8	-1.1	-35
58	COc1ccc(NC(=O)CSc2nnc(NC(=O)c3ccccc3C(=O)O)s2)cc1	-3	1.1	8	-2.4	-3.6	11	-1	-0.7	-8
59	O=C(Oc1ccccc1/C=C\C(=O)c1cc2ccccc2o1)c1ccccc1	4	0.8	14	-5.3	-2.4	1	7	-0.9	3
60	O=c1oc2ccccc2c(O)c1C=NCc1ccccn1	7	2.1	57	2.6	1.4	2	4	2.1	-3

# Values in list order from the entries so far:
# Nos. 36–46 in VIM-2 inh read -1.9, -1.0, -1.9, -2.9, -0.1, -2.2, -2.8, -5.0, -1.3, -2.4, -2.2
# Nos. 36–46 in HCV NS3 hel inh read -7, -8, 25, 10, -2, -4, -5, -12, 4, 1, 0

# Compounds 55 to 56, reprinted for reference:
No.	canonical_smiles	GPR7 antag	V1aR counter	PHOSPHO1 inh	IMP-1 inhibitor	VIM-2 inh	GalR3 antag	HCV NS3 hel inh	OXTR ag	DNA FID counter
55	NC(N)=NC1=NC(=O)C(Cc2ccccc2Cl)S1 (stereo unspecified)	-11	0.5	-50	-2.1	-2.8	0	-24	0.1	-1
56	COc1cccc(C2C(C(=O)c3sc(C)nc3C)=C(O)C(=O)N2CCN2CCOCC2)c1OC (stereo unspecified)	-12	0.2	-3	-4.2	0.1	4	10	0.8	-8

# Continued:
No.	canonical_smiles	GPR7 antag	V1aR counter	PHOSPHO1 inh	IMP-1 inhibitor	VIM-2 inh	GalR3 antag	HCV NS3 hel inh	OXTR ag	DNA FID counter
61	O=C(OCc1ccccc1)c1ccc(Br)o1	-10	-1.5	17	-3.8	-3.1	0	5	-2.0	0
62	O=C(CN1C(=O)c2cccnc2Oc2ccc(Cl)cc21)N1CCOCC1	-9	0.8	7	0.0	1.1	0	-3	-0.5	-7
63	COc1ccc(CCNC(=O)COC(=O)Cc2cc(OC)c(OC)c(OC)c2)cc1	-1	-0.8	57	0.6	-1.2	5	13	0.1	-21
64	CCN(CC)CCCNC(=O)c1nn2c(C(F)(F)F)cc(-c3ccccc3)nc2c1Cl	-24	nt	14	-3.3	7.5	-10	-1	nt	7
